# High-throughput results as filed in PubChem BioAssay.
# V1R ag counter: V1a receptor agonism, counter-screen for OXTR agonists; P37288; CHO-V1R cells, Fluo-8 calcium fluorescence, agonist mode; 0% DMSO, 100% 3 nM vasopressin; activation, % at 3 µM; hit rate 0.25% among 320,000;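 active = activation above the mean activation of all tested compounds plus 3 SD, per screening run, cut at about 20% in these data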;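 note: signal is peak over basal fluorescence ratio across a 100 second FLIPR read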
# MEKK2 WT-MEK5: raises or lowers MEK5 binding to wildtype human MEKK2 PB1 domain | hit rate 1.1% among 290,000 | Q9Y2U5 | binding response (% of control), % at 10 µM | bead flow cytometry, Alexa488-MEK5 binding to MEKK2 WT; actives lie on both sides; in the data active = binding response below about 67% or above about 130%
# OXTR potentiator: potentiates the human oxytocin receptor response. P30559. hit rate 0.061% among 320,000. CHO-OTR cells, Fluo-8 calcium fluorescence, potentiator mode; 0% = oxytocin EC15, 100% = EC100. activation, % at 3 µM;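 active = activation above that plate's cutoff, the mean activation of tested compounds plus 3 SD, cut at about 6.6% in these data, passing the limit was not always enough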;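 note: 100% uses oxytocin at 75 nM as the full agonist control; some results filed as inactive read as strong as hits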
# Target sequence (P30559 whole entry, looked up): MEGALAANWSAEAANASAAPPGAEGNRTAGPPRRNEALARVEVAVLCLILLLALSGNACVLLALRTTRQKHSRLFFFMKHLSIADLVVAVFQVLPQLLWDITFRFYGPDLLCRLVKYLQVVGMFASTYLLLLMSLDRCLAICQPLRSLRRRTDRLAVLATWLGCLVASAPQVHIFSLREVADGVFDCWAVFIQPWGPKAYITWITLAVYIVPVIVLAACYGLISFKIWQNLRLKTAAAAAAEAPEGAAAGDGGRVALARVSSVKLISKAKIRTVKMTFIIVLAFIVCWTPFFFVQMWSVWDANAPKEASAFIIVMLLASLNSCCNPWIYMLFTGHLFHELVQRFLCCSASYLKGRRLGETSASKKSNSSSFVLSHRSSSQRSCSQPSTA
#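 System: human OTR in CHO cells / Also added: sub-maximal oxytocin, roughly EC15 / Control set: EC15 oxytocin low, 75 nM oxytocin high / Schedule: 6 min compound pre-incubation at room temperature, 100 s kinetic read / Compound: single-point 3.0 µM / Replication: singlicate / Technique: Fluo-8 calcium dye fluorescence / Read-out basis: % activation of max/min ratio relative to oxytocin controls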
# PfM18AAP inh: PfM18AAP enzyme inhibition | hit rate 1.2% among 290,000 | AID 1822 | recombinant PfM18AAP, H-Glu-NHMec fluorogenic cleavage | inhibition, % at 7.35 µM;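 active = inhibition above the campaign mean inhibition over all tested compounds plus 3 SD, cut at about 28% in these data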;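 note: 0% = plate median of test compound wells and 100% = 2 mM ZnCl2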
# OXTR ag: human OXTR agonism; P30559; CHO-OTR cells, Fluo-8 calcium fluorescence; normalized: DMSO 0%, oxytocin 100%; activation, % at 3 µM; hit rate 0.32% among 320,000;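 active = activation above the mean of all tested compounds plus 3 SD, cutoff set per screening run, cut at about 20% in these data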;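 note: peak over basal fluorescence ratio from a 100 s FLIPR kinetic read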
# GalR3 antagonist: blocks the human galanin receptor 3 | O60755 | hit rate 0.44% among 360,000 | inhibition, % at 3 µM | HEK293 GalR3-CNG cAMP membrane potential fluorescence; galR3 body fused to GalR1 C-terminus;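 active = inhibition above the screen-wide average plus 3 SD, cut at about 13% in these data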;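 note: forskolin and galanin both at EC90 stimulate the cells; cAMP rise reported by CNG channel membrane potential dye signal; 0% = forskolin plus galanin with DMSO and 100% = forskolin alone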
# Target sequence (O60755 1-299 limits assumed): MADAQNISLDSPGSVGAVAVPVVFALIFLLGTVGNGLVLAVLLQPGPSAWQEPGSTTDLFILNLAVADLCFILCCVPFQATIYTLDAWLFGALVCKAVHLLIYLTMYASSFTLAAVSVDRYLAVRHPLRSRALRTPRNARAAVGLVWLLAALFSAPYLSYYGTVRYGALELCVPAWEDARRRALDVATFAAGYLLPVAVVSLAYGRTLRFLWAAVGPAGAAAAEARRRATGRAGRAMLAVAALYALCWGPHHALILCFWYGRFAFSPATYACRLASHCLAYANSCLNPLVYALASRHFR
# GPR7 antag: human neuropeptides B/W receptor 1 antagonism | P48145 | GPR7-expressing cells, fluorescence antagonist assay | inhibition, % at 4.4 µM | hit rate 1.1% among 290,000 | AID 1861; in the data active = inhibition above about 16%, passing the limit was not always enough;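 note: cells stimulated with the agonist NPW; 0% = agonist with vehicle and 100% = vehicle without agonist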
# Target sequence (P48145 whole entry, looked up): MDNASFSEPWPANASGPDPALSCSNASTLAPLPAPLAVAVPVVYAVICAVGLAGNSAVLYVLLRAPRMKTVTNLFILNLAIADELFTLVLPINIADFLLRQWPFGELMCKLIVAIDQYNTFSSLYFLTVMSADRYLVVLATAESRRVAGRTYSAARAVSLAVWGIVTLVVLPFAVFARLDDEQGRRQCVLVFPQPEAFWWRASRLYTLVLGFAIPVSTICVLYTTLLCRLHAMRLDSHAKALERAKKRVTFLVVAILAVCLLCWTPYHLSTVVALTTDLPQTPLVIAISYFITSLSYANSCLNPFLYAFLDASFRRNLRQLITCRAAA
# MEKK2mut PB1 HTS: signal of MEK5 binding to mutant human MEKK2 PB1 domain | AID 1530 | hit rate 0.35% among 290,000 | bead flow cytometry, Alexa488-MEK5 binding to MEKK2 mutant | percent response, % at 10 µM; in the data active = percent response above about 24%, passing the limit was not always enough; note: inactives centre near 1; some results filed as inactive read as strong as hits
# NALP1 yeast inh: NALP1 inhibition; S. cerevisiae NALP1/ASC/caspase-1 growth, X-gal OD620, 72 h; inhibition, % at 10 µM; hit rate 0.61% among 280,000; AID 2071; in the data active = inhibition mostly above about 24%, no sharp cut-off; inactive = mostly below about 32%; note: some compounds called inactive have numbers as strong as hits
# Active calls of the source: *; / = no result given.
SMILES,V1R ag counter,MEKK2 WT-MEK5,OXTR potentiator,PfM18AAP inh,OXTR ag,GalR3 antagonist,GPR7 antag,MEKK2mut PB1 HTS,NALP1 yeast inh
CCOC(=O)/C(C#N)=N/Nc1ccccc1OC,0.1,92,-4,-14,-1.4,-3,-3,0,-3
CC(C)C[C@H](NC(=O)c1nc[nH]c1C(=O)NC1CCNCC1)C(=O)OCc1ccccc1,0.1,/,-3,/,-0.6,-8,/,/,/
COc1ccc2c(c1)CCc1c(C(=O)Nc3c(C)n(C)n(-c4ccccc4)c3=O)noc1-2,0.2,92,1,-2,-1.1,-5,-5,-4,4
Nc1cccc(-n2nncc2-c2ccc(Cl)cc2)c1,/,98,/,-1,/,/,9,-2,11
Cc1cccc(N(C)S(=O)(=O)c2c(C)[nH]c(C)c2C(=O)N2CCCC2)c1,0.9,98,-2,5,1.1,-6,-11,1,6
CN(C)c1ccc(-c2nc3n(n2)C(c2cccnc2)C2=C(CC(C)(C)CC2=O)N3)cc1 (stereo unspecified),0.1,91,2,2,-0.2,-5,-8,-7,-4
O=C1CC(N2CCN(c3ccccc3Cl)CC2)C(=O)N1c1ccc(F)cc1 (stereo unspecified),4.4,97,-4,-2,3.3,-5,11,0,14
COC(=O)c1cn(NC(=O)Cn2nc([N+](=O)[O-])c(Cl)c2C)c(=O)c2ccccc12,0.0,99,0,-15,-0.3,2,-3,2,12
CC1CCCC(NC(=O)/C=C/c2c(F)cccc2Cl)C1C (stereo unspecified),-0.6,/,5,/,-3.1,-6,/,/,/
COc1ccc(-c2nn(-c3ccccc3)cc2CNC[C@H]2O[C@@H](n3cnc4c(N)ncnc43)[C@H](O)[C@@H]2O)cc1,0.2,/,-1,/,-0.2,-5,/,/,/
CCNC(=O)C(C)Sc1ccc(Cl)cc1 (stereo unspecified),0.0,105,-1,6,0.3,1,-4,2,20
O=c1c(Cc2ccc(Cl)cc2)c(O)ccn1Cc1ccccc1,3.7,108,-11,4,3.3,-1,-2,-1,33
O=C(Nc1ccc2c(c1)OCO2)N1CCC(CO)(CC2CCCCO2)CC1 (stereo unspecified),-0.4,106,-13,4,-1.3,3,-7,1,4
CNC(=O)C1CC(=O)N(c2ccc(OCC(=O)N3CCCC3)cc2)C1 (stereo unspecified),0.1,90,-3,1,0.6,-7,-5,-7,33
CC(=O)N1c2ccc(S(=O)(=O)N3CCCC3)cc2CC1C(=O)Nc1cc(C)cc(C)c1 (stereo unspecified),6.8,94,-15,-7,5.2,-6,8,-1,9
Oc1ccccc1OCCOc1ccccc1OCCOc1ccccc1O,12,94,-9,3,7.1,-4,0,-3,/
Cc1cccc(NC(=O)CC2(CC(=O)O)CCCC2)c1,0.6,107,0,-3,2.2,-3,6,2,6
Brc1cccc(CNCc2ccncc2)c1,1.6,102,0,4,1.8,-6,-5,2,6
CCc1cccc(C)c1NC(=O)Cn1nc(C)n2cccc2c1=O,-0.7,104,2,0,0.5,-9,-10,7,-3
CNC(=O)c1cc(Nc2nnc(-c3ccc(O)cc3)c3ccccc23)ccc1OC,-0.5,93,-1,-8,-1.1,-2,-4,-3,9
C=CCn1c(=O)c2ccccc2n2c(Sc3nnnn3-c3ccccc3)nnc12,1.0,106,-12,4,-1.3,-4,2,2,-5
Cc1cc(C)c2c(N)c(C(=O)c3ccccc3)oc2n1,-0.1,111,-5,-4,-0.6,-4,6,7,30
Cc1ccnc(NS(=O)(=O)c2ccc(NC(=O)CN3C(=O)CCC3=O)cc2)n1,0.3,76,-16,-12,-0.6,-2,-17,-13,0
CCc1nc(N=Nc2c(O)[nH]c3ccccc23)c2c3c(sc2n1)CCC3,1.4,102,-5,-14,-0.1,-1,2,-2,21
CC(C)(C)c1ccc(C(=O)Nc2c3c(nn2C(C)(C)C)CS(=O)(=O)C3)cc1,1.8,104,-6,-1,0.8,-2,26*,2,0
CN(c1ccc(C(=O)N2CCN(c3ccc(F)cc3)CC2)cc1)S(C)(=O)=O,0.4,100,-8,1,-1.3,-1,0,6,4
CN(C)S(=O)(=O)c1ccc(NC(=O)CCNC(=O)c2ccc([N+](=O)[O-])cc2)cc1,0.4,87,5,-1,0.9,-3,-1,-16,3
CC(=O)Nc1ccc(OC(=O)c2ccc(Br)c([N+](=O)[O-])c2)cc1,5.4,93,-11,4,4.8,-6,2,-7,20
CCCc1nnc(SCC(=O)N2CCOCC2)n1CC1CCCO1 (stereo unspecified),-1.3,93,-8,-3,1.2,-9,-15,-12,2
CCCCCC(=O)OCCc1c(C)nc2nc[nH]n2c1=O,0.5,104,-1,1,0.0,1,6,-2,6
O=C(c1n[nH]c2ccccc12)N1CCCCC1,0.5,89,0,6,0.7,-5,-18,3,14
CCc1nnc(NC(=O)CCn2cnc3ccccc3c2=O)s1,0.4,102,0,2,-1.1,-7,-2,0,0
Cc1nc(C)c(C(=O)Nc2cccc(Cl)c2)o1,-1.0,84,-2,3,0.1,-6,-11,-6,26
Cc1cc(C)n(-c2nc(-c3ccc(Cl)c(Cl)c3)cs2)n1,1.9,116,3,-6,1.0,-2,-4,6,-6
CC(=O)c1cccc(NC(=O)CO/N=C2/CCCc3nonc32)c1,2.4,104,-6,9,1.5,-6,-5,0,-3
Cc1onc(-c2ccccc2Cl)c1C(=O)Nc1ccccc1N1CCOCC1,-0.3,93,5,-11,-2.6,-4,-7,-14,-3
O=C(COC(=O)Cc1ccc(S(=O)(=O)N2CCOCC2)s1)Nc1ccc(F)cc1F,4.4,/,-5,/,5.6,-6,/,/,/
COc1ccc(C(=O)N2CCOCC2)cc1Br,0.1,121,-11,0,-0.3,-5,0,7,7
NC(=O)c1cnn2c(-c3cccc(C(F)(F)F)c3)ccnc12,-1.2,90,-2,1,-3.5,-5,-2,-28,/
CC(C)CNC(=O)COC(=O)/C=C/c1ccccc1[N+](=O)[O-],1.2,/,-7,2,0.3,-2,-10,/,19
COc1ccc(N(C(C)C(=O)NN=C2CCCC2)S(C)(=O)=O)cc1 (stereo unspecified),0.8,94,-10,7,-1.5,-3,-4,-3,7
COc1cccc(NC(=S)NN2C(C)CCCC2C)c1 (stereo unspecified),0.0,107,2,-9,-1.5,3,-6,1,22
CCC1(C(=O)OC)NC(c2cccc(F)c2)C2C(=O)N(C)C(=O)C21 (stereo unspecified),0.8,105,-13,-3,0.4,2,-1,3,/
CCNC(=O)NC(=O)COC(=O)CNC(=O)COc1ccccc1,4.1,103,-7,2,0.5,-5,-11,2,21
Cc1ccc(/C=C2\SC(=S)N(C3CCS(=O)(=O)C3)C2=O)o1 (stereo unspecified),1.8,83,-1,26,-1.2,-4,-5,-7,15
CCOC(=O)CN1C(c2ccc(O)cc2)Nc2ccc(Br)cc2C1c1ccccc1 (stereo unspecified),-1.5,103,-7,7,-2.8,-4,-7,-2,24
COc1ccc(S(=O)(=O)N2CCC(C(=O)N[C@@H](C)C(=O)NCc3ccncc3)CC2)cc1,0.8,99,4,-10,-0.6,1,-10,3,14
COc1ccc(N=Cc2cccc(C)c2O)cc1Cl,0.1,95,-2,2,0.1,2,-1,11,17
COC(=O)[C@H](CC(C)C)NC(=O)N1CCCCC1C (stereo partly specified),0.1,99,-2,0,-0.4,-6,-12,-3,-18
O=C(Nc1cccc(NC(=O)c2cccs2)c1)c1ccc(F)cc1,4.3,104,-4,6,-0.7,-3,-18,2,6
# Further compounds follow.
SMILES,V1R ag counter,MEKK2 WT-MEK5,OXTR potentiator,PfM18AAP inh,OXTR ag,GalR3 antagonist,GPR7 antag,MEKK2mut PB1 HTS,NALP1 yeast inh
Cc1ccc(C(CNS(=O)(=O)c2ccc(F)cc2C)N2CCN(C)CC2)cc1 (stereo unspecified),1.4,/,-16,/,3.9,-6,/,/,/
COc1ccc(C(=O)Oc2ccc(F)cc2C(=O)/C=C/c2ccc(OC)c(OC)c2)cc1,2.6,103,-3,1,0.4,-4,14,23,18
COCCNC(=S)N1CCN(C/C=C/c2ccccc2)CC1,0.7,109,-2,-2,1.6,0,-13,13,3
COc1ccc(C)cc1S(=O)(=O)N1CCN(C/C=C/c2ccccc2)CC1,0.5,/,-5,/,0.4,-4,/,/,/
Cn1cnc([N+](=O)[O-])c1Sc1ncn[nH]1,-0.4,97,2,-131,0.8,-6,-2,5,6
Nc1nonc1-n1nnc(C(=O)N/N=C/c2ccccn2)c1-c1ccccc1,/,98,/,15,/,-4,-12,-1,-14
Cc1cc(Cl)ccc1OCC(=O)NNC(=O)c1ccc(=O)[nH]c1,2.2,/,-3,/,1.2,2,/,/,/
CC(C)(O)C1=NOC(c2ccccc2)C1 (stereo unspecified),0.2,92,-4,-1,0.4,-6,-5,-5,-3
COC(=O)c1cc(C(=O)Nc2ccc(S(=O)(=O)NC(C)(C)C)cc2)cc([N+](=O)[O-])c1,1.8,94,-9,-2,0.4,-1,-4,-2,10
Cc1cc(C)nc(Nc2nc(-c3ccccc3)cs2)n1,-0.2,99,2,3,-1.0,-4,-25,-1,10

# Random excerpt: four records from the list, in no set order.
SMILES,V1R ag counter,MEKK2 WT-MEK5,OXTR potentiator,PfM18AAP inh,OXTR ag,GalR3 antagonist,GPR7 antag,MEKK2mut PB1 HTS,NALP1 yeast inh
Cc1cc(Cl)ccc1OCC(=O)NNC(=O)c1ccc(=O)[nH]c1,2.2,/,-3,/,1.2,2,/,/,/
CC(C)(O)C1=NOC(c2ccccc2)C1 (stereo unspecified),0.2,92,-4,-1,0.4,-6,-5,-5,-3
Nc1nonc1-n1nnc(C(=O)N/N=C/c2ccccn2)c1-c1ccccc1,/,98,/,15,/,-4,-12,-1,-14
COC(=O)c1cc(C(=O)Nc2ccc(S(=O)(=O)NC(C)(C)C)cc2)cc([N+](=O)[O-])c1,1.8,94,-9,-2,0.4,-1,-4,-2,10

# (continued)
SMILES,V1R ag counter,MEKK2 WT-MEK5,OXTR potentiator,PfM18AAP inh,OXTR ag,GalR3 antagonist,GPR7 antag,MEKK2mut PB1 HTS,NALP1 yeast inh
COC(=O)c1cc(S(=O)(=O)N(C)Cc2ccco2)c[nH]1,2.7,99,-1,5,0.3,-7,-5,3,11
O=[N+]([O-])c1cccnc1N1CCN(Cc2ccc3c(c2)OCO3)CC1,-0.1,113,-2,-1,0.6,-10,-11,15,18
CCCC(C)NC(=O)CSc1nc(-c2ccccc2)cn1N (stereo unspecified),0.9,99,-8,-19,0.5,-3,10,-2,-2
CCOC(=O)c1cc(NC(=O)CSCCO)ccc1Cl,0.9,102,-4,-1,-0.1,5,-6,4,21
O=C(Nc1ccc(C(F)(F)F)cc1)c1csc(-c2ccncc2)n1,6.8,85,-2,-12,-0.3,2,-6,-20,0
CN1C(=O)CSC1=NCC12CC3CC(CC(C3)C1)C2,-0.7,96,-6,-8,-1.4,-6,-6,1,13
O=C(c1cccc(S(=O)(=O)N2CCN(c3ccc(F)cc3)CC2)c1)N1CCCC1,8.5,/,-1,/,3.9,-4,/,/,/
O/N=C/c1ccc(-c2cc(Cl)ccc2Cl)o1,0.2,99,-8,0,-1.5,-4,-6,-2,11
O=C(/C=C/c1ccc2c(c1)OCCO2)N1CCN(c2ccc(F)cc2)CC1,3.0,102,-7,-3,-0.6,-10,-8,3,15
CCCCOc1ccc(Nc2cc(Cl)ccc2C(=O)O)cn1,-0.3,96,0,6,-1.2,-8,-11,1,14
Cc1ccc(NC(=O)COC(=O)C2CC2(Cl)Cl)cc1C (stereo unspecified),0.2,95,-3,3,0.8,1,11,-5,-5
CC(C)(C)OC(=O)C[C@H]1C/C=C\C[C@H](CC(=O)NCCO)C(=O)NC[C@H](c2ccccc2)OC1=O,1.5,/,1,/,1.1,-7,/,/,/
